All columns: NCI-60 one-dose screen, growth in % after 48 h at 10 µM unless noted; 100 = growth as untreated, 0 = no growth, -100 = all killed.
RXF 393: RXF 393 renal cancer cells; actives 6.9% (n = 77,000); AID 1794773
CAKI-1: CAKI-1 renal cancer; actives 4.7% (n = 75,000)
UO-31: UO-31 renal cancer. actives 5.2% (n = 81,000). AID 1794768
DU-145: DU-145 prostate cancer | AID 1794760 | actives 4.2% (n = 81,000)
ACHN: ACHN renal cancer; actives 4.9% (n = 81,000); AID 1794771
TK-10: TK-10 renal cancer cells | actives 3.9% (n = 81,000) | AID 1794769
A498: A498 renal cancer cells. actives 5.4% (n = 76,000). AID 1794774
SN12C: SN12C renal cancer cells. actives 3.8% (n = 81,000)
786-0: 786-0 renal cancer cells | actives 5.1% (n = 81,000) | AID 1794775
* marks the source's active call; other numbers are inactive results; / = no result given. The calls were made as follows: active = growth percent below 10; inactive = the rest.

Each structure is followed by: RXF 393	CAKI-1	UO-31	DU-145	ACHN	TK-10	A498	SN12C	786-0
- O=[N+]([O-])c1ccc(N/N=C(\C(=N/Nc2ccc([N+](=O)[O-])cc2[N+](=O)[O-])c2ccccc2)c2ccccc2)c([N+](=O)[O-])c1
  111	81	86	86	96	-1.8*	103	97	90
- CN(C)C(=S)SCCOc1cc(=O)oc2ccccc12
  80	95	79	94	103	88	70	102	98
- COc1cc(-c2nc(SCCC(C)C)nc(N3CCN(C)CC3)c2C#N)cc(OC)c1OC
  57	70	53	74	72	113	66	76	82
- CCOC(=O)NC1c2ccccc2Oc2ccccc21
  85	62	54	100	77	91	84	92	71
- Clc1ccc([C@@H]2C[C@@H]3Cc4cc(Br)c5ccccc5c4N2O3)cc1
  117	86	78	112	114	114	108	97	108
- NCCCNCCNCCCN
  /	101	85	/	110	98	74	109	95
- Cc1c(C(N)=O)sc2c1c(=O)n(Cc1ccccc1)c1nnc(SCC(=O)Nc3ccc(Cl)cc3)n21
  38	77	76	39	33	-23*	40	51	-41*
- CCOP(=O)(OCC)C(Cc1ccc(OC)c(OC)c1)N=C(c1ccccc1)c1ccccc1 (stereo not given)
  101	87	83	107	93	100	105	87	93
- CCOc1ccccc1NC(=O)N/C(N)=N/c1nc2ccccc2s1
  49	18	45	-4.0*	18	63	91	8.5*	13
- CS(=O)(=O)OC1CCC(OS(C)(=O)=O)C1 (stereo not given)
  107	97	95	105	98	98	110	97	100
- O=C(Cn1cc(CN2C(=O)c3ccc([N+](=O)[O-])cc3C2=O)nn1)Nc1ccc(Cl)cc1
  110	99	89	104	106	108	94	97	100
- CCN1CCN(Cc2cn(CC(=O)Nc3ccc4c(ccn4Cc4ccccc4)c3)nn2)CC1
  111	87	81	105	102	99	108	104	98
- C/C(=N\Nc1ccc(S(N)(=O)=O)cc1)c1cnn(-c2cc(=O)[nH]c3ccc(Br)cc23)c1C
  69	77	55	78	81	146	115	61	86
- C=C(C)CCc1nccc2ccccc12
  108	97	96	105	110	92	107	101	96
- NC1[C@H]2CN(c3cnc(C(=O)Nc4cc(F)cc5cccnc45)cn3)C[C@@H]12 (stereo not given in full)
  71	50	45	76	33	88	75	70	75
- CC1=CC2C(C(O)CC3(C)C2CC(C)C32OCOC23COCO3)C2(C)C/C(=C/O)C(=O)C=C12 (stereo not given)
  26	68	11	44	8.9*	43	/	26	59
- CN(C)c1ccc(/C=C(\C#N)c2nc3ccccc3c(=O)[nH]2)cc1
  91	98	36	93	96	101	91	91	92
- O=C(CCCC#Cc1cccc2nc(C3CC3)n(-c3ccccc3)c(=O)c12)NO
  68	39	23	84	43	45	72	78	68
- Nc1nc(SCc2cccnc2)c2ncn(C3OC(CO)C(O)C3O)c2n1 (stereo not given)
  101	99	73	113	92	99	/	89	103
- O=C1c2ccccc2C(=O)c2c1oc1ccc3ccccc3c21
  88	90	61	86	79	169	89	83	101
- O=C1NC(=C(Cl)Cl)/C(=N/S(=O)(=O)N2CCC(C3(C(F)(F)F)N=N3)CC2)N1
  79	74	86	102	103	97	95	88	103
- CC(C)OCCCNc1nc(Cl)nc2c1cnn2C
  124	106	82	100	99	109	80	101	106
- O=C(/C=C/c1cn(-c2ccccc2)nc1-c1ccccc1)NNC(=O)Nc1ccc(Cl)cc1
  94	92	78	115	104	107	81	92	93
- O=C(/C=C/c1cc2ccccc2[nH]c1=O)c1ccc(C(=O)/C=C/c2cc3ccccc3[nH]c2=O)cc1
  133	108	92	111	111	99	77	104	97
- Cc1cc2nc3c4cc([N+](=O)[O-])ccc4n(CCN(C)C)c3nc2cc1C
  -51*	-16*	-42*	8.6*	-13*	-6.0*	/	1.2*	5.9*
- Cc1ccc(-n2c(-c3ccc(Cl)cc3)cc(C(=O)OCCO)c2C)cc1O
  87	74	67	98	79	96	79	83	95
- CCCC(=O)NC(c1ccc2c(c1)OCO2)c1ccc2cccnc2c1O (stereo not given)
  18	6.2*	-23*	36	5.1*	26	13	24	20
- CCO/C=N/c1c(C#N)cnn1-c1cccc(F)c1
  118	97	90	112	107	98	104	104	104
- Cc1nc(Nc2ccccn2)sc1C(=O)/C=C/c1ccc(Br)cc1
  78	53	50	67	75	127	/	79	97
- O=C1OC(Cc2ccccc2)C1c1ccccc1 (stereo not given)
  120	97	89	110	104	89	/	98	102
- CCCCCCCCCCCCCCCCNC(=S)N/N=C/c1ccc(OC)cc1
  92	92	78	104	104	110	113	93	95
- CCN(CC)CCCNC(=O)c1ccc(N)cc1
  110	107	79	/	97	98	66	103	100
- Nc1nc(Nc2cccc(F)c2)nc2ccccc12
  42	38	24	68	45	30	44	34	47
- NC(N)=Nc1ccc(Oc2cccc(NC(N)=Nc3ccc(I)cc3F)c2)cc1
  /	/	96	98	101	86	87	54	86
- COc1ccccc1S(=O)(=O)Nc1ccc2c3c(cc(-c4cnn(C5CC5)c4)nc13)C(=O)N2C
  90	/	35	85	68	48	59	77	68
- C1=CCC2OC2C1 (stereo not given)
  113	98	89	108	104	100	97	103	102
- CC(=O)CC(c1cccs1)c1c(-c2ccccc2)[nH]c2ccccc12 (stereo not given)
  100	39	72	103	90	134	84	93	99
- COc1ccc(-c2cc3c4c(nc5ccccc5c4c2)CC(c2cc(OC)c(OC)c(OC)c2)O3)cc1 (stereo not given)
  -0.5*	1.3*	-26*	35	-46*	7.8*	70	32	-56*
- Clc1ccc(-c2ccnc3c2c(-c2ccc(Cl)cc2)nn3-c2ccccc2)cc1
  112	94	90	101	102	119	98	103	104
- CC1=C([Se]CC(OC(=O)[C@@H](CO)NC(=O)OC(C)(C)C)C(=O)NC(C)(C)C)C(=O)c2ccccc2C1=O (stereo not given in full)
  -86*	-73*	-100*	-71*	-100*	-100*	7.6*	-100*	-100*

Reformatted: entries from further up.
> CCN(CC)CCCNC(=O)c1ccc(N)cc1
  RXF 393: 110; CAKI-1: 107; UO-31: 79; DU-145: /; ACHN: 97; TK-10: 98; A498: 66; SN12C: 103; 786-0: 100

> Nc1nc(Nc2cccc(F)c2)nc2ccccc12
  RXF 393: 42; CAKI-1: 38; UO-31: 24; DU-145: 68; ACHN: 45; TK-10: 30; A498: 44; SN12C: 34; 786-0: 47

> NC(N)=Nc1ccc(Oc2cccc(NC(N)=Nc3ccc(I)cc3F)c2)cc1
  RXF 393: /; CAKI-1: /; UO-31: 96; DU-145: 98; ACHN: 101; TK-10: 86; A498: 87; SN12C: 54; 786-0: 86

> COc1ccccc1S(=O)(=O)Nc1ccc2c3c(cc(-c4cnn(C5CC5)c4)nc13)C(=O)N2C
  RXF 393: 90; CAKI-1: /; UO-31: 35; DU-145: 85; ACHN: 68; TK-10: 48; A498: 59; SN12C: 77; 786-0: 68

New compounds follow
Each structure is followed by: RXF 393	CAKI-1	UO-31	DU-145	ACHN	TK-10	A498	SN12C	786-0
- CCCCNc1cc(Cl)nc(N)n1
  /	44	99	109	100	107	91	103	101
- COc1cccc2cc3c(nc12)CC(c1ccccc1)CC3=O (stereo not given)
  130	94	105	107	111	94	106	106	101
- CCNC(=O)OCC
  96	102	96	112	109	103	120	99	101
- Cc1c(C(=O)/C=C/Nc2ccc(C(=O)O)cc2)sc2nc3ccccc3n12
  111	102	99	112	106	107	94	104	96
- CC1(C)CC(=O)c2c(nn(-c3ccc(Br)cc3)c2-c2cn(-c3ccccc3)nc2-c2ccc(N)cc2)C1
  109	87	82	121	99	126	92	103	103
- O=S(=O)(O)c1ccc2ccccc2c1
  107	108	66	122	102	96	99	103	103
- Oc1cccc(CCc2ccc(Oc3cc(CCc4cccc(O)c4)cc(O)c3O)cc2)c1
  81	53	36	89	77	111	95	68	93
- O=P(c1ccccc1)(c1ccccc1)c1ccccc1
  98	103	83	105	113	95	104	99	99
- CCOc1ccccc1Cn1ccnc1CCc1c(Cl)c(O)cc(O)c1C(=O)OC
  108	99	79	104	98	90	114	97	101
- CCCCn1c(O)c(C=N)c(=O)n(CCCC)c1=O
  97	89	87	110	91	86	91	98	107
- COc1ccc(/C=C/c2cc[n+](C)cc2)cc1OC
  96	105	98	110	110	112	108	110	102
- Cc1ccc(NCC(=O)Nc2ccccc2C(=O)O)c(C)c1
  103	78	69	108	93	137	112	98	94
- N#Cc1ncc(-c2ccc(F)c(F)c2)c(NC2CCCCCC2)n1
  74	84	71	98	90	101	80	86	98
- CCCOc1nc2c(c(=O)n(C)c(=O)n2C)n1C
  143	56	104	118	100	129	82	103	102
- Cc1ccc(S(N)(=O)=O)cc1N
  101	97	59	109	111	106	103	98	89
- OC[C@@H](O)C(O[C@@H]1O[C@H](CO)[C@H](O)[C@H](O)[C@H]1O)[C@H](O)[C@@H](O)CO (stereo not given in full)
  108	93	75	111	94	/	111	101	106
- Cc1cccc(Cc2cnc(NC(=O)c3ccc4nnsc4c3)s2)c1
  97	60	78	74	70	81	106	93	96
- Cc1[nH]c(-c2cccc(O)c2)c2c1C(=O)CCCC2
  104	54	37	92	71	113	95	63	73
- CCN(CC)CCNC(=O)C1(c2ccccc2)CCCCC1
  130	94	67	121	100	116	102	98	107
- CN(C)c1ccc(/C=C/C(=O)c2ccc(NC(=O)CCN3CCCC3)cc2O)cc1
  116	95	97	114	114	106	106	106	102

Nothing new here: an excerpt of the list.
Each structure is followed by: RXF 393	CAKI-1	UO-31	DU-145	ACHN	TK-10	A498	SN12C	786-0
- O=[N+]([O-])c1ccc(N/N=C(\C(=N/Nc2ccc([N+](=O)[O-])cc2[N+](=O)[O-])c2ccccc2)c2ccccc2)c([N+](=O)[O-])c1
  111	81	86	86	96	-1.8*	103	97	90
- CN(C)C(=S)SCCOc1cc(=O)oc2ccccc12
  80	95	79	94	103	88	70	102	98

(more compounds)
Each structure is followed by: RXF 393	CAKI-1	UO-31	DU-145	ACHN	TK-10	A498	SN12C	786-0
- Cc1[nH]c(-c2nc3ccccc3[nH]2)c(C)c1C(=O)N1CCc2sccc2C1
  101	85	78	102	100	106	/	89	100
- N#C/C(=C1\NC(=O)CS1)c1nc2ccccc2s1
  103	91	58	94	98	135	88	89	99
- O=C(C[n+]1cccc(CO)c1)c1ccc(Br)cc1
  101	/	96	114	114	97	67	98	96
- COc1cc2c3c([nH]c(=O)c2c(O)c1OC)CCCC3
  73	73	79	83	70	80	60	82	90
- CN=C(NCCCOC)c1ccc(NC(=O)c2ccc(C(=O)Nc3ccc(C(=NC)NCCCOC)cc3)cc2)cc1
  142	110	101	160	120	116	210	110	93
- COC(=O)C(C)(C)C1Oc2cc(C)c(Cl)cc2C(=O)/C1=C\O (stereo not given)
  93	/	87	105	112	87	109	106	91
- O=c1c2cc(F)ccc2sc2c(NCCCNCCO)nc3ccccc3c12
  45	-9.0*	11	8.5*	8.8*	41	2.7*	47	52
- O=C(/C(=C/c1ccc([N+](=O)[O-])cc1)c1ccccc1)c1ccccc1
  /	49	43	23	41	/	77	35	65
- N#Cc1c(-c2ccc(F)cc2)nc(SCc2ccccc2)nc1N1CCOCC1
  98	91	92	105	97	95	94	100	100
- c1ccc(CC[C@@H]2C[C@@H]3Cc4ccc5ccccc5c4N2O3)cc1
  135	82	84	99	89	94	92	98	103
- COc1cc(NCCCCN=C(N)NC(N)=NC(C)C)c2ncccc2c1
  154	116	72	127	108	90	133	33	106
- COC(=O)CC(NS(=O)(=O)/N=C1\NC(=O)NC1=C(Cl)Cl)C(=O)OC (stereo not given)
  109	101	87	109	103	109	/	101	100
- C#Cc1cccc(Nc2ncnc3cc4c(cc23)OCCOCCOCCO4)c1
  41	28	27	48	16	7.8*	24	42	52
- CC(=O)n1cc(CS)c(=O)[nH]c1=O
  /	100	85	109	106	/	99	102	101
- O=C1c2cccc3c(N4CCCCC4)ccc(c23)C(=O)N1c1nc2ccccc2s1
  87	81	50	96	93	116	90	84	101
- CN(C)c1ccc(C(=O)c2ccc([N+](=O)[O-])cc2)cc1
  102	103	95	100	110	104	85	104	82
- CCCCCCCCCCCC[n+]1ccc(C(N)=O)cc1
  -23*	41	64	43	88	-28*	79	12	40
- CSC1=NC(c2ccc(Cl)cc2)C(C(C)=O)=C(C)N1 (stereo not given)
  110	92	87	112	100	108	/	99	101
- C#CCN=C(N/N=C/c1ccc(Cl)cc1)NS(=O)(=O)c1c[nH]ccc1=S
  88	113	82	112	105	144	109	105	97
- CCCCCCCCCCN1C(=O)/C(=c2\sc3n(c2=O)C2C(NN=3)N(CC)C(=O)N2CC)c2ccccc21 (stereo not given)
  /	72	17	105	100	105	100	96	102
- S=C1NCC(c2ccccc2)S1 (stereo not given)
  124	97	/	107	95	102	82	104	/
- Cc1[nH]c2ccccc2c1/C=N/Nc1ncnc2sc3c(c12)CCN(CC(=O)OC(C)(C)C)C3
  -0.5*	47	66	80	54	101	52	85	47
- C/C(=C(\C)c1ccc(N)cc1)c1ccc(N)cc1
  105	/	71	99	107	101	115	96	87
- COc1ccc(-c2nnc(SCC(=O)Nc3ccc(C(C)=O)cc3)o2)cc1
  102	94	95	116	96	95	94	/	99
- Cc1ccc(NC(=S)N/C=C(\c2ccccc2)S(=O)Cc2ccccc2)c(C)c1 (stereo not given)
  106	87	80	109	103	109	103	99	98
- COc1ccc(C(=O)NNc2nc(N3CCN(C4CCCCC4)CC3)nc(N3CCN(C(c4ccccc4)c4ccccc4)CC3)n2)cc1
  78	58	72	96	69	98	63	76	75
- COC(=O)c1nnn(-c2cccc(C(F)(F)F)c2)c1C(=O)c1ccc(Cl)c(Cl)c1
  91	75	/	102	99	142	123	83	93
- O=Cc1cc(C=O)c(O)c(/C=C2/SC(=O)NC2=O)c1
  101	79	62	105	87	116	116	93	112
- CCOC(=O)CC[C@H](NC(=O)c1ccc(NC(=O)Cn2c(C)nc3c(c(C)nn3-c3ccc(F)cc3)c2=O)cc1)C(=O)OCC
  98	86	73	106	96	102	105	94	94

From PubChem
